Screens as filed in PubChem.
mcGAS lum: cyclic GMP-AMP synthase inhibitors, mouse, primary biochemical chemiluminescence | Q8C6L5 | recombinant cGAS, Kinase-Glo ATP depletion luminescence | inhibition, % at 12.5 µM | actives 0.15% (n = 160,000);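 further: 0% = negative control wells and 100% = reference inhibitor with no enzyme activity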
NPYLR7 ag: agonists of mosquito NPYLR7 receptor, primary screen, cell-based, Aedes aegypti, calcium fluorescence, mosquito biting behavior. Aedes aegypti neuropeptide Y-like receptor 7 (NPYLR7). HEK293T NPYLR7/Galpha15, GCaMP6s calcium fluorescence. activation, % at 10 µM. actives 0.15% (n = 270,000). AID 1259423, 2018; in the data active means activation above about 40%;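 further: 0% = vehicle and 100% = reference agonist at the receptor; some compounds past the cut are filed as inactive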
hcGAS lum: Primary biochemical luminescence assay for human cyclic GMP-AMP synthase inhibitors | Q8N884 | recombinant h-cGAS, ATP depletion, Kinase-Glo luminescence | inhibition, % at 12.5 µM | actives 0.081% (n = 290,000);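 further: 0% = vehicle reaction and 100% = reaction without DNA for no activity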
Target sequence (Q8N884 whole entry, looked up): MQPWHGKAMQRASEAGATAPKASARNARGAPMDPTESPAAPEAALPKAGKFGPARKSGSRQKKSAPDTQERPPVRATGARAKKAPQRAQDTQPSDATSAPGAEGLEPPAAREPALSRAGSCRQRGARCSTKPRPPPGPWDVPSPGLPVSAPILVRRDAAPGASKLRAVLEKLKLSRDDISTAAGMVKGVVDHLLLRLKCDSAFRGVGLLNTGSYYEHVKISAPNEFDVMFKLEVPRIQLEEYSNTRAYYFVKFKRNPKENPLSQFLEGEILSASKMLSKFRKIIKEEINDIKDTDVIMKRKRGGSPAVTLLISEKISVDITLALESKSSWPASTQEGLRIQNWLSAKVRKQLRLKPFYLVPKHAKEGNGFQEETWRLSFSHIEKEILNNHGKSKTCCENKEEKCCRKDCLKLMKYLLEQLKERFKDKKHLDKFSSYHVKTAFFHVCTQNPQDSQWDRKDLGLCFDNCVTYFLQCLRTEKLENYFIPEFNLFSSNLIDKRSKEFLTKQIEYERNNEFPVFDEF
* = called active by the depositor; & = joins results of further samples. Unless noted, no stated cut-off is given here; in the data, active means inhibition above about 40%; inactive means the rest.

Screening COc1ccccc1NC(=O)N1CCCC2(C1)C(=O)Nc1ccccc12 (stereo not given) returned mcGAS lum -8, NPYLR7 ag -2 and hcGAS lum 0.
`COc1cccc(S(=O)(=O)N2CCN(C(c3ccccc3)c3ccc(C)cc3)CC2)c1` (stereo not given) gave mcGAS lum -6, NPYLR7 ag 5 and hcGAS lum -4.
For CCCCc1ccc(NC(=O)Cn2cc(OC)c(=O)cc2CSc2ncccn2)cc1 the results were mcGAS lum -9, NPYLR7 ag -6 and hcGAS lum -7.
COc1ccc(C=C2SC(=S)N(CCCN(C)C)C2=O)cc1 was read as NPYLR7 ag 10 and hcGAS lum 0.
`COc1ccc(C(=O)NC(C)Cc2ccco2)c(O)c1` (stereo not given) gave NPYLR7 ag 2 and hcGAS lum -9.
Cc1nc(C(C)NC(=O)N(Cc2ccc(F)cc2)C2CC2)cs1 (stereo not given) was read as NPYLR7 ag 1 and hcGAS lum -11.
For CC(C)CN1C(=O)/C(=C\c2ccco2)N(C)C1=S the results were mcGAS lum -4, NPYLR7 ag 19 and hcGAS lum -4.
Screening COc1ccc(C(C2Sc3nc(C)nn3C2=O)N2CC(C)OC(C)C2)cc1 (stereo not given) returned NPYLR7 ag 2 and hcGAS lum -9.
Screening CCNc1ccccc1C(=O)OC(C(=O)c1ccccc1)c1ccccc1 (stereo not given) returned mcGAS lum -8, NPYLR7 ag 5 and hcGAS lum -5.
Screening CCOC(=O)CC(=O)N1C[C@@H](C(=O)OCC)[C@@H]2Oc3ccc(Cl)cc3[C@@H]21 returned mcGAS lum -6, NPYLR7 ag -4 and hcGAS lum -4.
Cc1ccccc1NC(=O)C1C(=O)CC(C)(O)C(C(=O)Nc2ccccc2C)C1c1cnn(C)c1C (stereo not given) was read as NPYLR7 ag 3 and hcGAS lum -2.
Screening CCOC(=O)N1CCN(C(=O)CSc2nc3c(c(=O)n2-c2ccc(OC)cc2)SCC3)CC1 returned NPYLR7 ag 8 and hcGAS lum -6.
Screening CCCC(=O)OCC(=O)Nc1cc(OC)c([N+](=O)[O-])cc1C returned NPYLR7 ag 6 and hcGAS lum -5.
Screening CC(C(=O)N1CCN(S(=O)(=O)N(C)C2CCCCC2)CC1)n1ccnc1 (stereo not given) returned NPYLR7 ag 1 and hcGAS lum -3.
CCOC(=O)N1CCN(C(=O)c2cc3nc(-c4ccc(C)cc4)cc(C(F)(F)F)n3n2)CC1 was read as mcGAS lum -3, NPYLR7 ag -4 and hcGAS lum -9.
Screening COc1ccc(NC(=O)Nc2cccc(-c3csc4nc(C)cc(=O)n34)c2)cc1OC returned mcGAS lum 5, NPYLR7 ag -2 and hcGAS lum 5.
Screening Cc1cc(C)c2nc(C(F)(F)F)nc(NCCCN3CCCC3=O)c2c1 returned NPYLR7 ag -12 and hcGAS lum -5.
For c1cc2occc2c(NCC2CCCO2)n1 (stereo not given) the results were NPYLR7 ag 21 and hcGAS lum -11.
Screening CS(=O)(=O)c1ccc2nc(N(Cc3cccnc3)C(=O)c3ccc4ncsc4c3)sc2c1 returned mcGAS lum -6, NPYLR7 ag -21 and hcGAS lum -4.
`COCCOc1nc(-c2cccc(C(F)(F)F)c2)n(-c2ccc(NC(=O)c3ccccc3Cl)cc2)n1` gave mcGAS lum -5 and hcGAS lum 1.
For CCCc1nn(-c2ccc(C)cc2)c(OC(C)=O)c1-c1ccc(NC(=O)c2cccc(Br)c2)cc1 the results were mcGAS lum 0, NPYLR7 ag -1 and hcGAS lum 2.
COc1ccc(CN(C(=O)NC2CCCCC2)C(C)C)cc1OS(C)(=O)=O was read as mcGAS lum -5, NPYLR7 ag 9 and hcGAS lum -3.
CCOC(=O)C/C(C)=N\NC(=O)CN(c1ccc(Br)cc1)S(=O)(=O)c1ccccc1 was read as NPYLR7 ag 1 and hcGAS lum -6.
`O=C(Cc1ccccc1O)N(CC1CC1)CC1CC1` gave NPYLR7 ag -2 and hcGAS lum -3.
Screening O=C(Oc1ccc(-c2nc3ccc(Br)cn3c2NC2CCCCC2)cc1)c1ccccc1 returned mcGAS lum 0, NPYLR7 ag -13 and hcGAS lum 0.
`Cc1ccc(C=NN=C(N)N)s1` gave NPYLR7 ag 1 and hcGAS lum 0.
Screening CC1(Cc2ccc(F)cc2)C(=O)Nc2ccc(-c3ccc4[nH]ccc4c3)cc21 (stereo not given) returned mcGAS lum 4, NPYLR7 ag -1 and hcGAS lum 1.
CC(c1ccc(-c2ccc(N3CCCC3)nn2)cc1)N1CCOCC1 (stereo not given) was read as NPYLR7 ag 13 and hcGAS lum -6.
Screening CN(Cc1cc(F)cc2c1OCOC2)C(=O)Cn1cnc2c(cnn2C)c1=O returned NPYLR7 ag 3 and hcGAS lum -9.
`CC(C)CN(CC(=O)Nc1cc(-c2ccccc2)nn1-c1ccccc1Cl)C(=O)c1ccc(Br)cc1` gave mcGAS lum -5, NPYLR7 ag -2 and hcGAS lum -10.
`Brc1c(Br)c(Br)c2n[nH]nc2c1Br` gave mcGAS lum 84*, NPYLR7 ag 4 and hcGAS lum 41*.
`COc1ccc(NC(=O)c2cc3nc(-c4ccc(F)cc4)cc(C(F)(F)F)n3n2)c(OC)c1` gave mcGAS lum -8, NPYLR7 ag -4 and hcGAS lum -7.
N#CCCN(CCN1CCOCC1)C(=O)c1ccc2cc[nH]c2c1 was read as mcGAS lum -14, NPYLR7 ag 13 and hcGAS lum -4.
Screening COC(=O)c1ccc(COC(CN2CCN(C(=O)Nc3cc(OC)ccc3OC)CC2)c2ccc(Cl)cc2)cc1 (stereo not given) returned mcGAS lum -7 and hcGAS lum -5.
`Nc1nc(Cl)cc(Nc2ccccc2F)n1` gave mcGAS lum -8, NPYLR7 ag 0 and hcGAS lum -7.
For FC(F)(F)Oc1cccc(-c2nnc3ccc(-c4cccnc4)cn23)c1 the results were mcGAS lum -7, NPYLR7 ag 17 and hcGAS lum -5.
Screening C=CC[C@H]1CC(C)=C[C@H](CC=C)N1Cc1nc(-c2ccoc2)oc1C returned NPYLR7 ag 4 and hcGAS lum -5.
CN1CC(=O)N2CCN(Cc3cccn3-c3ncccn3)CC2C1=O (stereo not given) was read as NPYLR7 ag 9&19 and hcGAS lum 1&-11.
For C=CCn1c(=O)c2c(nc3n2CCCN3c2ccccc2)n(C)c1=O the results were NPYLR7 ag 16 and hcGAS lum -11.
For CCc1ccccc1OC1CN(C(=O)CN(C)C2CCS(=O)(=O)C2)C1 (stereo not given) the results were mcGAS lum -1, NPYLR7 ag -10 and hcGAS lum -3.
Screening COc1ccc(C(=O)N2C[C@@H](O)[C@H](NCCc3ncccc3C)C2)cc1 returned NPYLR7 ag 4 and hcGAS lum -7.
Screening O=C1CSC(c2cccc(C(F)(F)F)c2)N1c1ccc(I)cc1 (stereo not given) returned NPYLR7 ag -3 and hcGAS lum -3.
For CCOC(=O)C1CCCN(C(=O)c2cccc(Nc3c(OCC)cnn(C)c3=O)c2)C1 (stereo not given) the results were mcGAS lum -4 and hcGAS lum -4.
`O=C1CCNc2ccc(Cl)cc2CN1C1CC1` gave mcGAS lum -1, NPYLR7 ag 6 and hcGAS lum -8.
Screening CN(C)C(=O)c1cn[nH]c1-c1ccc(F)c(Cl)c1 returned NPYLR7 ag -17 and hcGAS lum -13.
Cc1cccc(-n2cc(CN3CCN(c4cc(C(N)=O)ccn4)CC3)cn2)c1 was read as mcGAS lum -8, NPYLR7 ag -2 and hcGAS lum -1.
For COc1ccc2c3c1C(CO)N(C(=O)C1CC1)CC3=CC(C)(C)CO2 (stereo not given) the results were mcGAS lum -7, NPYLR7 ag 1 and hcGAS lum 2.
`CN(Cc1ccc(C(N)=O)cc1)C(=O)c1ccc2c(c1)OCO2` gave NPYLR7 ag -4 and hcGAS lum 3.
`Cc1ccccc1C(=O)Nc1ccc(Nc2cc(-n3cccn3)ncn2)cc1` gave mcGAS lum -7, NPYLR7 ag -5 and hcGAS lum -1.
For CC(C)NC(=O)NC(=O)COC(=O)C12CC3CC(CC(C3)C1)C2 the results were NPYLR7 ag -1 and hcGAS lum 3.
O=C(O)c1cc2cc(Cc3cccnc3)ccc2o1 was read as mcGAS lum -4, NPYLR7 ag -10&0 and hcGAS lum -4&-2.
Screening OC(CC1CCCN1CCN1CCCCC1)c1ccccc1 (stereo not given) returned NPYLR7 ag 3 and hcGAS lum -7.
For O=C(O)c1cc(Br)cc(S(=O)(=O)NCc2ccco2)c1 the results were NPYLR7 ag 2 and hcGAS lum -9.
For O=[N+]([O-])c1ccc2[nH]c(O)c(N=Nc3ccccc3F)c2c1 the results were NPYLR7 ag -2 and hcGAS lum -6.
For CC1=CC(=C(C#N)C#N)C=C(c2ccccc2)O1 the results were mcGAS lum -7, NPYLR7 ag -3 and hcGAS lum -6.
CCc1nn(CCCC(=O)NCC2CCCN2CC)c(=O)c2cc3occc3n12 (stereo not given) was read as mcGAS lum -2, NPYLR7 ag 16 and hcGAS lum -6.
O=C1C2CC=CCC2C(=O)N1c1n[nH]c(Cc2ccccc2)n1 (stereo not given) was read as NPYLR7 ag -10 and hcGAS lum -2.
`O=C1OC(c2ccccc2F)=N/C1=C\c1cccnc1` gave NPYLR7 ag 1 and hcGAS lum -1.
Screening COc1ccc(-c2noc(CN(C)CC3CCN(CC(C)C)C3)n2)c(OC)c1OC (stereo not given) returned mcGAS lum -9, NPYLR7 ag 3 and hcGAS lum -7.
For CN(CC(=O)Nc1ccccc1)Cc1ccc(Br)s1 the results were mcGAS lum -8, NPYLR7 ag 6 and hcGAS lum -14.
Cc1nc(SCC(=O)N2CCCC2)c2c(C)c(C)sc2n1 was read as NPYLR7 ag -5 and hcGAS lum -8.
Screening COc1ccc(CNC(=O)C2CC=CCC2C(=O)N2CCC(C#N)(c3ccccc3)CC2)cc1 (stereo not given) returned mcGAS lum -5, NPYLR7 ag -6 and hcGAS lum -6.
Screening CCC(C)N(C(=O)CN1CCN(c2cc(Cl)ccc2C)CC1)C1CCS(=O)(=O)C1 (stereo not given) returned NPYLR7 ag 0 and hcGAS lum -2.
For Cn1c(O)c(N=NC(=O)c2ccc(O)cc2)c2ccccc21 the results were mcGAS lum 1, NPYLR7 ag 7 and hcGAS lum 1.
For Cc1ccc(NC(=O)c2cc(C)n3nc(C(C)(C)C)cc3n2)cc1C the results were mcGAS lum -4, NPYLR7 ag 13 and hcGAS lum 0.
`CC(C)c1ccc(C(=O)N2CCCCC2CN2CCOCC2)c(=O)n1C` (stereo not given) gave mcGAS lum 0 and hcGAS lum 4.
COc1cccc(Cn2c(C(=O)N3CCN(S(=O)(=O)c4ccc(F)cc4)C(C)C3)cc3ccoc32)c1 (stereo not given) was read as mcGAS lum -4, NPYLR7 ag 15 and hcGAS lum -7.
c1ccc(-c2cc(-c3ccccc3)on2)cc1 was read as NPYLR7 ag -5 and hcGAS lum -10.
COc1ccc(C(=O)NCC2Cc3cc(F)ccc3O2)c(OC)c1 (stereo not given) was read as mcGAS lum -7, NPYLR7 ag 31 and hcGAS lum -4.
`COc1c(C(=O)Nc2ccc(OC(C)C)c(C)c2)c(C)nn1C` gave NPYLR7 ag -23 and hcGAS lum -4.
Cc1ccc2nc(CCl)[n+]([O-])c(-c3ccccc3)c2c1 was read as mcGAS lum -5, NPYLR7 ag -3 and hcGAS lum 1.
CCOC(=O)c1cnc2ccc(C)cc2c1OCC(C)=O was read as NPYLR7 ag -9 and hcGAS lum -6.
COc1cc(NC(=O)Cn2c3ccccc3c(=O)c3ccccc32)cc(OC)c1OC was read as NPYLR7 ag -2 and hcGAS lum -4.
`CC(C)c1cc(C(=O)N(C)Cc2cc(-c3ccncc3)no2)n(C)n1` gave NPYLR7 ag 12 and hcGAS lum -3.
COc1c(C)cc(-c2csc(C(N)=O)c2)cc1C was read as NPYLR7 ag 2 and hcGAS lum -6.
For N#CC(=Cc1c(F)c(F)c(F)c(F)c1F)C(=O)NC1CCCCC1 the results were NPYLR7 ag -1 and hcGAS lum -3.
For CN1CCN(c2c(F)cc3c(=O)c(C(=O)O)cn4c3c2OCN4C)CC1 the results were mcGAS lum 0, NPYLR7 ag 26 and hcGAS lum 3.
For COc1ccc(S(=O)(=O)N2CCCC(C(F)(F)F)C2)cc1 (stereo not given) the results were NPYLR7 ag -1 and hcGAS lum 13.

Compounds from the list above containing a furan ring, fused or not (8):
`COc1ccc(C(=O)NC(C)Cc2ccco2)c(O)c1` (stereo not given) gave NPYLR7 ag 2 and hcGAS lum -9.
For CC(C)CN1C(=O)/C(=C\c2ccco2)N(C)C1=S the results were mcGAS lum -4, NPYLR7 ag 19 and hcGAS lum -4.
For c1cc2occc2c(NCC2CCCO2)n1 (stereo not given) the results were NPYLR7 ag 21 and hcGAS lum -11.
Screening C=CC[C@H]1CC(C)=C[C@H](CC=C)N1Cc1nc(-c2ccoc2)oc1C returned NPYLR7 ag 4 and hcGAS lum -5.
O=C(O)c1cc2cc(Cc3cccnc3)ccc2o1 was read as mcGAS lum -4, NPYLR7 ag -10&0 and hcGAS lum -4&-2.
For O=C(O)c1cc(Br)cc(S(=O)(=O)NCc2ccco2)c1 the results were NPYLR7 ag 2 and hcGAS lum -9.
CCc1nn(CCCC(=O)NCC2CCCN2CC)c(=O)c2cc3occc3n12 (stereo not given) was read as mcGAS lum -2, NPYLR7 ag 16 and hcGAS lum -6.
COc1cccc(Cn2c(C(=O)N3CCN(S(=O)(=O)c4ccc(F)cc4)C(C)C3)cc3ccoc32)c1 (stereo not given) was read as mcGAS lum -4, NPYLR7 ag 15 and hcGAS lum -7.
